# Screening data deposited in PubChem by several laboratories.
# KCNK3 block: human KCNK3 channel inhibitors, primary screen, CHO cells, FluxOR thallium flux, B-score. Potassium channel subfamily K member 3 (Homo sapiens), O14649. FluxOR fluorescence; hits give low values. B-score at 10 µM. hit rate 0.84% among 340,000. AID 602410, 2012;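 active = B-score under library mean minus 4 SD, starting fluorescence ratio at most library mean plus 5 SD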;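 note: more negative B-score means stronger inhibition of thallium flux through KCNK3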
# Target sequence (O14649 whole entry, looked up): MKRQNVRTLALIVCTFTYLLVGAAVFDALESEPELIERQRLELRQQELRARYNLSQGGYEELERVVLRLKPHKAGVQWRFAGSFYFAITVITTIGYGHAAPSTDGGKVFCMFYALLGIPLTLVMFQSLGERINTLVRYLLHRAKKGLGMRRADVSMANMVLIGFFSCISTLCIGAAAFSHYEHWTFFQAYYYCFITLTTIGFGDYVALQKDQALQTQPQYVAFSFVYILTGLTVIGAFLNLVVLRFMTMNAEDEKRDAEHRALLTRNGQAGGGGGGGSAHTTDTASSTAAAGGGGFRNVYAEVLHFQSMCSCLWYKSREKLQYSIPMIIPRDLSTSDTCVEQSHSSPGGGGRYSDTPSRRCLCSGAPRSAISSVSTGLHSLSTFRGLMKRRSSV
# RGS4 act: RGS4 potentiators or activators, primary screen, cell-based, HEK293 M3R inducible RGS4, calcium flux. carbachol calcium flux Fluo4; hits give low values. B-score at 10 µM. hit rate 0.92% among 310,000;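 active = B-score of the integrated calcium signal more than 4 SD below the library mean, with starting fluorescence not abnormally high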;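 note: negative B-score means reduced calcium response which marks RGS4 activation or potentiation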
#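 Test system: HEK293 cells with stable M3R and inducible RGS4; also added: carbachol at ECmax as muscarinic agonist stimulus; schedule: dye loading 30 min 37 °C, buffer rest 30 min RT; technique: kinetic calcium fluorescence imaging with Fluo4-AM dye, 2 µM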
# HDAC3 inh: HDAC3 deacetylase inhibitors, primary screen, biochemical, fluorescence, cell-free homogeneous; recombinant HDAC3, fluorogenic peptide/trypsin coupled; inhibition, % at 8.3 µM; hit rate 0.15% among 320,000; AID 2718, 2010; in the data active = inhibition above about 26%, passing the limit was not always enough; inconclusive = no clear call, values can overlap the other calls
# KCNK9 inh: KCNK9 potassium channel inhibitors, primary screen, HEK293 cells, thallium flux. hit rate 1.2% among 310,000. B-score at 10 µM. AID 488922, 2010. FluxOR thallium flux fluorescence; hits give low values;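 active = ratio B-score over 3 SD below the library mean, with starting fluorescence within 5 SD of its mean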;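 note: negative B-score means less thallium flux so channel inhibition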
# hERG rescue: hERG rescue from dofetilide block, primary screen, cell-based, CHO-hERG, FluxOR thallium flux, dofetilide IC70; activation (rescue from dofetilide block), less the hit threshold, % at 10 µM; hit rate 0.51% among 310,000; AID 1511, 2009; dofetilide IC70 present;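 active = activation above the mean of controls blocked by dofetilide plus 5 SD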;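 note: thallium influx through hERG after potassium depolarization seen as dye fluorescence rise; in these data hits start at about 4.7%; inactives centre near -7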
# GSK3B inh: human GSK3beta kinase inhibitors, primary screen, biochemical, cell-free homogeneous, HTS. GST-GSK3beta kinase, ADP-Glo luminescence, 60 min; hits give low values. Glycogen synthase kinase-3 beta (Homo sapiens), P49841. hit rate 0.038% among 300,000. activity score (negative = inhibition), % at 10 µM;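 active = more than half of replicate wells score below -50%, meaning over 50% inhibition versus plate controls; inconclusive = some replicates but at most half score below -50%; inactive = no replicate scores below -50%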;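 note: 0% = median DMSO wells and -100% = median GW8510 positive control wells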
# Target sequence (P49841 whole entry, looked up): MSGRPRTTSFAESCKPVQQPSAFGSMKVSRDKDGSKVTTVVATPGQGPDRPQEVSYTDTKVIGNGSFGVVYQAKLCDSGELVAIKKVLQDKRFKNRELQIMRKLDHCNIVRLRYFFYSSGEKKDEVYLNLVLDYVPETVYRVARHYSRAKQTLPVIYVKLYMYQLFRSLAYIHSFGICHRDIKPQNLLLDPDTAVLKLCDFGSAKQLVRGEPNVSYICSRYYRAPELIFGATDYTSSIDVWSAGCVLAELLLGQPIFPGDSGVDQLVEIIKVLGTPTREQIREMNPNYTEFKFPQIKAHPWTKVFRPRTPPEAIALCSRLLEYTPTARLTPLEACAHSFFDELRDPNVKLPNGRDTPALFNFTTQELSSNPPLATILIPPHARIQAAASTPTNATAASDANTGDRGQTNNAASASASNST
#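 Assay system: GST-tagged human GSK3beta kinase, cell-free; Input: 1.6 ng GSK3beta; Medium: Tris/MgCl2 kinase buffer; Timing: 60 min enzyme reaction, room temperature; Signal: ADP-Glo luminescence quantifying ADP generated by kinase; Evaluation: score relative to plate controls; Benchmarks: DMSO neutral wells and GW8510 at 20 µM as positive.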
# PolyA inhibitor: polyadenylation inhibitors in yeast reporter cells, primary screen, luminescence, S. cerevisiae; AID 1875, 2009; S. cerevisiae SKY197-pL101 polyadenylation reporter, beta-gal luminescence; efflux-impaired pdr1/pdr3 knockout yeast; score 100 = 6 SD above DMSO; hit rate 0.02% among 300,000; calls only at 12 µM;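 active = lowest replicate activity score at least 50, where 100 means six control SD above control mean; inconclusive = lowest score under 50 but half or more replicates reach 50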;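 note: yeast exposed to compound for 9 h at 30 °C; higher score means more reporter readthrough which indicates perturbed polyadenylation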
# GSK3 alpha inh: blockers of GSK3A enzyme activity – biochemical, luminescence, cell-free homogeneous, HTS, primary screen | inhibition, % at 10 µM | Glycogen synthase kinase-3 alpha (Homo sapiens), P49840 | GSK-3 alpha kinase, ADP-Glo luminescence, 60 min | hit rate 0.1% among 320,000;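 in the data active = inhibition above about 50%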;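 note: GST-tagged GSK-3 alpha with peptide substrate and 25 µM ATP; 0% = DMSO neutral wells and 100% = GW8510 positive control wells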
# KCNQ1 act: potentiators or activators of KCNQ1 channel, primary screen, cell-based, thallium flux, high-throughput. Potassium voltage-gated channel subfamily KQT member 1 (Homo sapiens), P51787. CHO-K1 KCNQ1, thallium flux FluxOR fluorescence; hits give high values. B-score at 10 µM. hit rate 0.35% among 310,000. AID 2648, 2010;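 active = fluorescence ratio B-score, a plate-corrected score, at least three library SD, with initial intensity B-score within 5 SD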
#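 Material: CHO-K1 cells stably expressing KCNQ1. Medium: assay buffer for compound exposure, DMSO matched across wells. Reagent: K+/Tl+ depolarizing stimulus. Compound dosing: single-concentration screen. Times: 37 °C overnight plating, 90-min dark dye load, 20-min compound pretreatment. Technique: FluxOR Tl+ flux fluorescence.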
# Dyrk1A ADPGlo: rat Dyrk1A kinase inhibitors, primary screen, biochemical, single point, plate reader; hit rate 0.43% among 310,000; inhibition, % at 12.5 µM; Dual specificity tyrosine-phosphorylation-regulated kinase 1A (Rattus norvegicus), Q63470; ADP-Glo luminescence, NFATc1 peptide; AID 504441, 2011; in the data active = inhibition above about 50%;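 note: plate controls were vehicle with enzyme for no effect and no enzyme for full effect; many of its hits are not listed in these tables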
# KCNQ1 inh: inhibitors of human KCNQ1 channel, primary screen, cell-based, thallium flux, high-throughput | Potassium voltage-gated channel subfamily KQT member 1 (Homo sapiens), P51787 | CHO-K1 KCNQ1, FluxOR thallium flux fluorescence; hits give high values | B-score at 10 µM | hit rate 1.3% among 310,000;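 active = compounds whose thallium flux B-score, printed positive for inhibition, exceeds three library SD while starting fluorescence stays within three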;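 note: channel opened by potassium depolarization with thallium stimulus after 20 min compound exposure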
# The depositor's hits bear a star; i = inactive; ? = inconclusive; . = not tested or not shown. A portion of the library; count on the stated rates, not on these rows.
SMILES,KCNK3 block,RGS4 act,HDAC3 inh,KCNK9 inh,hERG rescue,GSK3B inh,PolyA inhibitor,GSK3 alpha inh,KCNQ1 act,Dyrk1A ADPGlo,KCNQ1 inh
O=C(c1ccco1)N1CCN(CC(=O)N2c3ccccc3CCc3ccccc32)CC1,i,i,-2,i,-8,3,i,-2,i,24,i
CCOC(=O)Nc1ccc2c(c1)N(C(=O)CCN(CC)CC)c1ccccc1S2=O (stereo unspecified),i,i,-6,i,-2,-1,i,0,i,2,i
COC(=O)c1cc(-n2cccc2)ccc1N1CCOCC1,i,i,.,i,-8,-3,i,23,i,-4,i
CN(C)c1nc(N)c2ncc(=S)[nH]c2n1,i,i,1,i,-8,6,i,0,i,-1,i
N#CCc1nn(Cc2ccc(F)cc2)c(=O)c2ccccc12,-9*,i,3,i,-4,-1,i,-5,i,1,i
CC(=O)c1c(C)[nH]c(C)c1C(C)=O,i,i,-1,i,-4,0,i,1,i,.,i
CN1CCC(=O)N([C@H](CSc2ccc(Br)cc2)Cc2ccccc2)CC1,i,i,-3,i,-8,-2,i,-3,i,2,i
O=C(Nc1cccc(F)c1)NC1(C(=O)N2CCC(O)CC2)CCCCC1,i,i,4,i,-7,.,i,-2,i,4,i
C=CCSc1nnc(NC(=O)c2cccc(S(=O)(=O)N3CCOCC3)c2)s1,i,i,0,i,-10,-1,i,-3,i,-6,i
COC(CNC(=O)Cc1c(C)nc2c(-c3ccccc3)c(C)nn2c1C)OC,i,i,1,i,-7,2,i,1,i,4,i
CC(NC(=O)C(Cc1ccccc1)n1cccc1)c1ccccc1 (stereo unspecified),i,i,-4,i,-8,14,i,1,i,-6,i
CCOC(=O)C(C(C)=O)C(c1ccc(OC)cc1)C(C(C)=O)C(=O)OCC (stereo unspecified),i,i,8,i,2,2,i,-3,i,7,i
COc1ccccc1NNC(=O)C(O)(c1ccccc1OC)c1ccccc1OC,i,i,-5,i,-12,2,i,3,i,-73,i
CCN1C(=O)CC(C(=O)OC)=C1C,i,i,2,i,-16,-3,i,-1,i,-1,i
CCn1cc(C(=O)NCCCN2CCCCCC2)c(=O)c2cc(S(=O)(=O)N3CCc4ccccc4C3)ccc21,i,i,6,i,-23,0,i,1,i,5,i
CC1CCCC(NC(=O)COC(=O)c2cccc(NS(=O)(=O)/C=C/c3ccccc3)c2)C1C (stereo unspecified),i,i,9,i,-7,0,i,-3,i,-1,i
CC1C(=O)C(C)C(c2cccc(Br)c2)NC1c1cccc(Br)c1 (stereo unspecified),i,i,2,i,-16,2,i,0,i,0,i
CN(C)S(=O)(=O)n1cc(/C=C(\NC(=O)c2ccccc2)C(=O)N2CCCC2)c2ccccc21,i,i,2,i,-7,3,i,2,i,-2,i
CN(C)C(CNC(=S)Nc1cccc(Cl)c1)c1cccnc1 (stereo unspecified),i,i,0,i,-6,1,i,.,i,-2,i
O=C(NCC1CCCO1)c1ccc(COc2ccc(Cl)cc2)cc1 (stereo unspecified),i,i,2,i,-5,1,i,-1,i,-6,i
COc1ccc(NC(=O)Cc2ccc(Cl)c(Cl)c2)cn1,i,i,3,i,-7,-1,i,1,i,7,i
O=C(NCCCN=C1NS(=O)(=O)c2ccccc21)c1ccc(Cl)cc1,i,i,-5,i,-4,-4,i,4,i,2,i
O=C(CC(Cc1ccccc1)C(=O)O)Nc1cccc(C(F)(F)F)c1 (stereo unspecified),i,i,-8,i,-10,4,i,-6,i,7,i
O=C(CSc1nc(-c2ccccc2)nn1C(=O)c1ccccc1)Nc1cccc([N+](=O)[O-])c1,i,i,41*,i,-11,-1,i,0,i,1,i
O=C(NCc1nc2ccccc2[nH]1)C1=C[C@H](c2coc3ccccc3c2=O)C[C@H](OCc2ccc(CO)cc2)O1,i,i,-4,i,-12,2,i,-1,i,-1,i

# Next section; it opens with the 2 that closed the last part.
SMILES,KCNK3 block,RGS4 act,HDAC3 inh,KCNK9 inh,hERG rescue,GSK3B inh,PolyA inhibitor,GSK3 alpha inh,KCNQ1 act,Dyrk1A ADPGlo,KCNQ1 inh
O=C(CSc1nc(-c2ccccc2)nn1C(=O)c1ccccc1)Nc1cccc([N+](=O)[O-])c1,i,i,41*,i,-11,-1,i,0,i,1,i
O=C(NCc1nc2ccccc2[nH]1)C1=C[C@H](c2coc3ccccc3c2=O)C[C@H](OCc2ccc(CO)cc2)O1,i,i,-4,i,-12,2,i,-1,i,-1,i
CN(Cc1ccccn1)Cc1nc(COc2ccccc2)no1,i,i,3,i,-14,4,i,-3,i,-5,i
O=C(C1CCCCC1)N(Cc1ccccc1)c1ccccn1,i,i,?,i,-1,0,i,-5,i,1,i
Cc1cccc(NC(=O)c2cc(NC(=O)C3CCCCC3C(=O)O)ccc2Cl)n1 (stereo unspecified),i,i,-4,i,-7,-1,i,-2,i,4,i
COc1ccc(CCNC/C=C/c2ccccc2)cc1,i,i,0,i,-1,-6,i,-4,i,3,i
CCCn1cnc2c(=S)nc(N)[nH]c21,i,i,10,i,-6,2,i,-2,i,.,i
CCc1ccccc1NC(=O)c1cc2ncc(Br)cn2n1,i,i,-5,i,-10,-2,i,-1,i,6,i
Cc1cc2oc(=O)cc(CN3CCN(S(=O)(=O)c4cccs4)CC3)c2cc1C,i,i,-3,i,-2,2,i,-1,i,-3,i
CCOC(=O)N1CCC(NC(=O)Cn2nc(-c3ccccc3)ccc2=O)CC1,i,i,2,i,-5,-3,i,11,i,-4,i
CC1(C)c2[nH]c3ccccc3c2C[C@@H]2C(=O)N(c3cc(F)ccc3F)C(=O)N21,i,i,6,i,-6,0,i,-4,i,-1,i
O=C(CCCSc1nc(-c2ccco2)cc(C(F)(F)F)n1)Nc1ccc2c(c1)OCO2,i,i,-2,i,-8,0,i,-4,i,8,i
COc1ccc(CSc2nnc(-c3ccncc3)n2C)cc1F,i,i,.,i,-1,-1,i,1,i,-2,i
Cc1nccn1CCC1CCCCN1C(=O)CCc1nnc(-c2ccsc2)o1 (stereo unspecified),i,i,-1,i,-8,0,i,-3,i,-2,i
CN(Cc1cc2ccccc2[nH]c1=O)C(=O)c1cccs1,i,i,-5,i,-4,5,i,6,i,4,i
COc1ccc(/C=N/OCC(=O)N(Cc2ccc(OC)cc2)c2ccccc2C(=O)O)cc1,i,i,1,i,-5,3,i,.,i,-2,i
COc1ccc(NC(=O)C(CC(C)C)NS(=O)(=O)c2ccc3c(c2)CCN3C(C)=O)cc1OC (stereo unspecified),i,i,1,i,-2,0,i,-4,i,0,i
Cc1nn2c(Nc3ccc(F)cc3)c3c(nc2c1-c1ccccc1)CCC3,i,i,7,i,-4,1,i,0,i,-8,i
Cc1nn(Cc2ccccc2)c(Cl)c1C(=O)NCCc1ccccc1,i,i,1,i,-8,4,i,-3,i,-3,i
COc1ccc(NC(=O)CCCCC(=O)Nc2ccc(OC)cc2)cc1,i,i,0,i,-7,-2,i,7,i,-3,i
CN(Cc1ccccc1)c1oc(COc2ccccc2F)nc1C#N,-13*,i,-5,i,-11,-2,i,.,i,10,i
COc1ccc(C(=O)/C=C/C(=O)N(Cc2ccccc2OC)C(C(=O)NC2CCCCC2)c2ccncc2)c(O)c1 (stereo unspecified),i,i,9,i,-15,2,i,0,i,0,i
O=C(Nc1cccnc1)C1CCN(S(=O)(=O)c2cccs2)CC1,i,i,2,i,-7,0,i,0,i,-6,i
Cc1ccccc1Nc1nc(N)nc(CSc2nnc(C)n2C)n1,i,i,1,i,-7,-2,i,-1,i,-1,i
O=C(CSc1ccc2nnc(-c3cccnc3)n2n1)Nc1ccc(F)cc1F,i,i,-9,i,-4,-5,i,3,i,1,i
Nc1nonc1C(=O)NCCNC(=O)c1cccs1,i,i,-4,i,2,0,i,4,i,5,i
COc1cc(C(C)=O)ccc1OCC(O)CN1CCN(c2cc(C)cc(C)c2)CC1 (stereo unspecified),i,i,6,i,-10,0,i,0,i,-3,i

# Shown with two lines to a compound: part of the list above
# Each structure is followed by: KCNK3 block, RGS4 act, HDAC3 inh, KCNK9 inh, hERG rescue, GSK3B inh, PolyA inhibitor, GSK3 alpha inh, KCNQ1 act, Dyrk1A ADPGlo, KCNQ1 inh
O=C(CCCSc1nc(-c2ccco2)cc(C(F)(F)F)n1)Nc1ccc2c(c1)OCO2
  i, i, -2, i, -8, 0, i, -4, i, 8, i
COc1ccc(CSc2nnc(-c3ccncc3)n2C)cc1F
  i, i, ., i, -1, -1, i, 1, i, -2, i

# 4 entries picked at random from those above, as already listed:
SMILES,KCNK3 block,RGS4 act,HDAC3 inh,KCNK9 inh,hERG rescue,GSK3B inh,PolyA inhibitor,GSK3 alpha inh,KCNQ1 act,Dyrk1A ADPGlo,KCNQ1 inh
COc1ccc(NC(=O)C(CC(C)C)NS(=O)(=O)c2ccc3c(c2)CCN3C(C)=O)cc1OC (stereo unspecified),i,i,1,i,-2,0,i,-4,i,0,i
CC1(C)c2[nH]c3ccccc3c2C[C@@H]2C(=O)N(c3cc(F)ccc3F)C(=O)N21,i,i,6,i,-6,0,i,-4,i,-1,i
CCOC(=O)C(C(C)=O)C(c1ccc(OC)cc1)C(C(C)=O)C(=O)OCC (stereo unspecified),i,i,8,i,2,2,i,-3,i,7,i
Cc1cc2oc(=O)cc(CN3CCN(S(=O)(=O)c4cccs4)CC3)c2cc1C,i,i,-3,i,-2,2,i,-1,i,-3,i
